High-throughput results (PubChem)
Dengue-2 NS5 capping: Dengue-2 NS5 methyltransferase inhibitors, primary screen, biochemical, confirmation dose response (AID 588689). Dengue-2 NS5 methyltransferase capping enzyme assay, biochemical; higher % means a stronger effect. inhibition, % at 25 µM, or IC50 in µM where a hit was titrated. actives 0.3% (n = 340,000); in the data active = a potency from the dose series
GPR55 beta-arrestin: selective activators of receptor GPR55 – imaging, U2OS cells, beta-arrestin-GFP redistribution, primary screen (AID 1961); U2OS GPR55 beta-arrestin-GFP redistribution imaging; higher % means a stronger effect; activation, % at 10 µM, or EC50 in µM where a hit was titrated; actives 0.048% (n = 290,000);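 active = activation above 40% with more than 50 cells counted in the well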;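 also: U2OS osteosarcoma cells stably expressing GPR55 and beta-arrestin-GFP; plate controls were DMSO negative control for no effect and LPI positive control for full effect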
GPR55 antagonists: inhibition of LPI-stimulated GPR55 beta-arrestin translocation – imaging, U2OS, beta-arrestin-GFP, LPI agonist, primary screen (AID 2013); inhibition, % at 10 µM; hits with a dose series show IC50 in µM; U2OS GPR55 beta-arrestin-GFP translocation imaging, LPI antagonism; higher % means a stronger effect; actives 0.13% (n = 290,000);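 active = spots per cell inhibited over 60%, with over 100 cells counted and total cytoplasm intensity under 500,000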;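 also: U2OS cells stably carrying GPR55 and arrestin-GFP stimulated by 5 µM LPI near EC80; imaged beta-arrestin-GFP aggregate spots per cell after agonist stimulation; plate controls were LPI-stimulated DMSO wells for no effect and DMSO wells without LPI for full effect; some results filed as inactive read as strong as hits; confirmed hits need IC50 under 10 µM and bright autofluorescent wells are also inconclusive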
Siah-1 displacement: Siah-1 peptide-binding antagonists, primary screen, biochemical, fluorescence polarization, rhodamine-plectin, uHTS (AID 1817) | Siah-1 / rhodamine-plectin peptide fluorescence polarization; higher % means a stronger effect | displacement, % at 20 µM, or IC50 in µM where a hit was titrated | actives 0.02% (n = 290,000);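 active = displacement of at least 50% at 20 µM, with a fluorescence ratio check between 0.3 and a set limit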;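 also: plate controls were Siah plus tracer with DMSO for no effect and tracer alone without Siah for full effect; strong numbers were not always called active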
GPR35 antagonists: inhibition of zaprinast-stimulated GPR35 beta-arrestin translocation – imaging, U2OS, beta-arrestin-GFP, zaprinast agonist, primary screen (AID 2058). U2OS GPR35 beta-arrestin-GFP translocation imaging, zaprinast antagonism; higher % means a stronger effect. inhibition, % at 10 µM, or IC50 in µM where a hit was titrated. actives 0.052% (n = 290,000);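 active = inhibition of at least 50% with at least 30 cells and total cytoplasm GFP at most 10,000,000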
AID2073: disruptors of CaV2.2 binding to Mint1 – biochemical, HTRF (AID 2073). inhibition, % at 20 µM, or IC50 in µM where a hit was titrated. actives 0.19% (n = 290,000). HTRF protein-protein interaction, Mint1-CaV2.2; higher % means a stronger effect; in the data active = inhibition mostly above about 51%, no sharp cut-off; also: some results filed as inactive read as strong as hits
UTI89 phage lysis: protection from phage-mediated lysis, alamar blue read-out – E. coli UTI89, K1F phage, bacterial capsule biogenesis inhibitors (AID 488966); E. coli UTI89 K1F phage lysis, alamar blue, 2 h; higher % means a stronger effect; inhibition, % at 100 µM; hits with a dose series show IC50 in µM; actives 0.02% (n = 340,000);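 active = phage lysis inhibition, versus mean bacterial control, above a set limit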;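 also: capsule biogenesis inhibitors block K1F phage lysis so surviving cells raise fluorescence; higher fluorescence means more inhibition of phage lysis; actives were called in the ten point dose series up to 300 µM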
HIV peptide binding: inhibitors of HIV fusion peptide binding, primary screen, biochemical, uHTS, fluorescence dequenching (AID 1986). cell-free peptide binding, fluorescence dequenching, 30 min; higher % means a stronger effect. inhibition, % at 20 µM, or IC50 in µM where a hit was titrated. actives 0.3% (n = 290,000); in the data active = inhibition mostly above about 52%, no sharp cut-off; inactive = mostly below about 76%; also: some results filed as inactive read as strong as hits
NTR1 ag: NTR1-driven beta-arrestin-GFP spot formation – imaging, U2OS cells, high content, primary screen (AID 493036); actives 0.17% (n = 330,000); P30989; agonist mode; activation, % at 20 µM;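 active = activation at or above 40% of the spot to cytoplasm intensity ratio, with at least 20 cells analyzed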;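 also: 0% = DMSO without peptide and 100% = 100 nM NTR1 peptide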
Target sequence (P30989 whole entry, looked up): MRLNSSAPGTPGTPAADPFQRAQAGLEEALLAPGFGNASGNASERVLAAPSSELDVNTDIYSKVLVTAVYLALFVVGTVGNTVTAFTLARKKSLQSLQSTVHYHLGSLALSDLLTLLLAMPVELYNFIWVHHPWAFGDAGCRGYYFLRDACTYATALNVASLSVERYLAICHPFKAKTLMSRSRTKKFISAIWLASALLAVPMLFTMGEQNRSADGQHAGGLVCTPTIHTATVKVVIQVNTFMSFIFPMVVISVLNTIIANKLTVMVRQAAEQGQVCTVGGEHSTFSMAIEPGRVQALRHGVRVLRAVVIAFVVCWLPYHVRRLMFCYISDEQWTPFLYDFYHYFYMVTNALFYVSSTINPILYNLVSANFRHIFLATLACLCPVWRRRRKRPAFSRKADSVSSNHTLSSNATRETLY
NTR1 ag cell count 20 µM: further read-out of NTR1 ag, marked with its call; cell count; measured here: cell count, cytotoxicity flag
Dengue-2 NS5 capping pilot replicate: second read-out of Dengue-2 NS5 capping, no call of its own (marks repeat the call); inhibition, %; measured here: pilot screen replicate inhibition
The depositor's hits bear a star; . = no result given; [ ] = another dose, or the depositor's remark. Rows are unselected; overall some 1.2% were active at least once.

SMILES | Dengue-2 NS5 capping | GPR55 beta-arrestin | GPR55 antagonists | Siah-1 displacement | GPR35 antagonists | AID2073 | UTI89 phage lysis | HIV peptide binding | NTR1 ag | NTR1 ag cell count 20 µM | others
CC[C@@H](Nc1ncnc2c1oc1ccccc12)C(=O)O | 1% | -0.3% | -9% | 15% | -11% | 0% | 0.1% | -1.1% | 0.8 | 54
Cc1ccc(CC(=O)O/N=C(\N)c2cccc([N+](=O)[O-])c2)cc1 | -5% | -0.3% | 11% | 0% | 3% | -2% | 0.3% | -0.7% | 2.1 | 82
CN1CCN(C(=O)C2CCN(S(=O)(=O)c3cnc[nH]3)CC2)CC1 | -8% | -0.1% | -4% | -2% | -8% | 1% | 1.1% | 1.3% | 2.2 | 83
COc1ccc(Nc2ncc(C(=O)N3CCN(Cc4ccccc4)CC3)c3ccccc23)cc1 | -13% | 0.2% | . | -6% | -2% | 19% | -5.8% | 0.2% | 10 | 91
COc1c(C)cccc1C(=O)NCCCNC(=O)c1ccc(C)nc1 | 16% | 0.0% | 0% | -7% | -6% | -3% | -0.1% | 1.9% | 0.4 | 48
c1ccc(N2CCN(c3nc4ccccc4n4cnnc34)CC2)cc1 | -5% | -0.1% | -13% | -3% | -2% | 12% | -0.2% | 6.0% | 6.2 | 80
CCOc1cc(CNc2ccc(N(C)C)cc2)cc(Br)c1OCC(=O)NC(C)(C)C | -1% | -0.2% | -3% | -4% | 19% | -32% | 0.0% | -1.7% | -0.8 | 43
Cc1nc2ccccc2[nH]c1=O | -8% | 0.8% | 0% | -5% | 4% | 0% | 0.4% | -1.8% | 0.6 | 51
Cn1cc(/C=N/n2cnc3scc(-c4ccc(Cl)cc4)c3c2=O)c2ccccc21 | 5% | 0.4% | -6% | -4% | 12% | 14% | -0.1% | 0.7% | 2.6 | 57
Cc1[nH]c(-c2ccco2)nc1C(=O)O | -1% | 0.0% | 11% | 4% | 9% | 0% | 5.3% | 3.1% | 1.2 | 85
O=C(N/N=C/c1cccnc1)c1ccccc1Cl | -7% | -0.1% | -4% | 5% | 4% | 11% | 0.3% | -1.2% | 0.4 | 94
COc1ccc(CCNc2cc(-c3ccccc3)nc3ncnn23)cc1 | -2% | -0.1% | 23% | 2% | 2% | 1% | -0.5% | -2.1% | -0.3 | 41
O=C(Nc1ccccc1-c1nnc(SCc2ccccc2Cl)o1)c1ccccc1 | 8% | -0.2% | 20% | 6% | -5% | 4% | -0.2% | -0.5% | 10 | 57 | Dengue-2 NS5 capping pilot replicate=-1.5
CCCN(CCC)C(=O)CC(c1ccccc1)c1ccco1 (configuration not stated) | -8% | -0.1% | 47% | -5% | -14% | 3% | -0.7% | 0.8% | -0.5 | 49
Cc1ccccc1NC(=O)c1cccc(S(=O)(=O)Oc2ccc([N+](=O)[O-])cc2)c1 | -3% | 0.3% | 15% | 6% | 10% | 1% | 0.4% | 1.1% | 1.0 | 44
Cc1cc(NC(=O)CSc2nnc3ccccn23)no1 | -9% | 1.4% | 0% | -3% | -2% | 1% | -0.1% | -0.9% | 0.9 | 50
CCc1ccc(-c2cc(C)no2)cc1S(=O)(=O)N1CCN(c2cc(C)ccc2C)CC1 | 8% | 0.3% | 3% | 0% | 0% | 9% | 0.1% | -0.1% | 0.5 | 66
COc1cc(C(C)=O)ccc1OCC(=O)OCCCOC(=O)COc1ccc(C(C)=O)cc1OC | -3% | -0.1% | 17% | -2% | -2% | 3% | 1.1%[50 µM] | 0.0% | 0.6 | 54
O=[N+]([O-])c1cccc(/C=N/N2CCN(c3ccccn3)CC2)c1 | 0% | -0.3% | 3% | -5% | -3% | -25% | 3.3% | -2.3% | 0.3 | 59
CCOC(=O)C1CCN(C(=O)c2ccc(SC)cc2OC)CC1 | 11% | -0.1% | 0% | -1% | -8% | 4% | 0.1% | 0.1% | -1.6 | 82
Oc1ccc(Cl)cc1/C=N/c1nc2ccccc2[nH]1 | -6% | 0.3% | 5% | -4% | -14% | -11% | 0.1% | 1.4% | 2.9 | 62
CCC(Cc1ccccc1)NS(=O)(=O)c1csc(C(N)=O)c1 (configuration not stated) | 0% | -0.2% | 2% | -6% | 6% | 11% | 0.3% | 0.1% | 0.5 | 77
CCCC(=O)Nc1ccccc1NC(=O)CN(C)S(=O)(=O)c1ccc(C)cc1 | -2% | 0.2% | 11% | 12% | 8% | -4% | 0.0% | -0.2% | -0.4 | 85
CCOP(=O)(OCC)C(NC(=O)Nc1cccc(Cl)c1)c1ccccc1 (configuration not stated) | 12% | -0.1% | 12% | 13% | 11% | 0% | 0.0% | 2.9% | -2.2 | 42
CC(=O)NCC(=O)NC(Cc1ccccc1)C(N)=O (configuration not stated) | 2% | 0.8% | -5% | 2% | -31% | 6% | 0.6% | -0.3% | 0.5 | 59
Cc1cc2c(cc1S(=O)(=O)NCc1ccccc1Cl)OCCN2C | -7% | -0.1% | 1% | -2% | -5% | -1% | 7.2% | -1.6% | 4.6 | 60
CCN(CC)C(=O)c1sc2nc(N3CCOCC3)c3c(c2c1N)CCCC3 | -18% | -0.1% | 5% | 2% | -7% | 21% | -0.2% | 1.4% | 0.1 | 91
Cc1ccc2cccc(NC(=S)NC(=O)c3ccn(C)n3)c2n1 | 0% | 0.3% | 11% | -2% | -6% | 10% | 2.0% | 5.2% | 3.1 | 53
O=C(NCc1cccnc1)C1CCCCN1S(=O)(=O)c1ccc(F)cc1 (configuration not stated) | -4% | -0.1% | 28% | 1% | 22% | 2% | 0.3% | 0.3% | 2.3 | 78
O=C(NNC(=O)c1ccccc1-n1cccc1)c1cccc(Cl)c1 | -3% | 0.0% | 7% | 4% | -7% | -8% | 5.2% | -0.1% | -1.1 | 58
CCS(=O)(=O)N1Cc2ccccc2CC1C(=O)Nc1ccc(NC(C)=O)cc1 (configuration not stated) | -1% | 0.0% | 4% | 2% | -4% | 31% | 3.6% | 0.3% | -0.2 | 44
O=C(Cc1ccc([N+](=O)[O-])cc1)NCC1CCCO1 (configuration not stated) | -10% | -0.1% | -7% | 1% | -5% | 2% | 0.1% | -0.2% | -0.3 | 51
Cc1cc(C)c(S(=O)(=O)N(C)CC(=O)NCc2ccncc2)c(C)c1 | -2% | 0.2% | 5% | 3% | 15% | -12% | -1.4% | 1.0% | -0.5 | 37
O=[N+]([O-])c1ccc(N2CCN(CC(O)COc3ccccc3)CC2)cc1 (configuration not stated) | 1% | -0.1% | 11% | -9% | 0% | -11% | 0.0% | -2.3% | -0.7 | 101
O=C(/C=C/c1ccccc1Cl)NCCN1CCOCC1 | 1% | -0.1% | 2% | 0% | 8% | 2% | 0.1% | 0.8% | 0.7 | 48
CCc1ccc(Nc2nc(C)cc(C)n2)cc1 | . | -0.1% | 14% | -3% | 0% | 4% | 0.6% | -2.1% | -0.3 | 35
O=C(C1CCCN(S(=O)(=O)c2cccc3nonc23)C1)N1CCN(c2ccccc2)CC1 (configuration not stated) | -2% | 0.0% | 2% | -2% | -2% | -3% | -0.9% | -0.1% | -2.1 | 26
CCOc1ccc2[nH]c(=O)c(=O)[nH]c2c1 | 1% | -0.1% | 5% | -3% | 5% | 12% | 3.9% | 0.5% | 1.3 | 38
N#Cc1ccc(NC(=O)c2cc(-c3cccs3)on2)cc1 | -13% | -0.1% | 0% | 5% | -7% | 24% | 0.0% | 2.0% | 0.1 | 56
COc1ccc(C(C)NC(=O)c2ccccc2Br)cc1OC (configuration not stated) | 0% | 0.2% | -12% | 0% | -5% | 1% | 0.3% | -0.4% | 0.7 | 73
CN(Cc1ccccc1)S(=O)(=O)c1ccc(NS(C)(=O)=O)cc1 | -5% | 0.0% | 8% | 2% | 8% | 4% | 0.9% | 0.8% | -0.9 | 48
O=C(CSc1nnc(COc2cccc3cccnc23)o1)c1ccc(F)cc1 | -5% | 1.5% | 14% | -3% | 5% | 10% | 4.3% | 8.7% | 2.3 | 51
O=C1[C@H]2[C@@H](c3ccc(Cl)cc3)N3C(=O)N(c4cccc(F)c4)C(=O)[C@@]3(Cc3ccc(Cl)cc3)[C@H]2C(=O)N1C1CCCCC1 | -4% | -0.1% | -6% | 7% | 10% | 6% | 0.8% | 1.1% | -0.3 | 98
CC(C)c1ccc(NC(=O)CCS(=O)(=O)c2cccc3nonc23)cc1 | -6% | 0.2% | 9% | 5% | -4% | -8% | 0.1% | -1.8% | 0.9 | 45
O=C(O)CCCNC(=O)c1ccccn1 | -5% | -0.2% | 6% | 4% | 7% | -7% | -4.3% | 0.0% | 4.2 | 68

Five compounds drawn at random from those above:
SMILES | Dengue-2 NS5 capping | GPR55 beta-arrestin | GPR55 antagonists | Siah-1 displacement | GPR35 antagonists | AID2073 | UTI89 phage lysis | HIV peptide binding | NTR1 ag | NTR1 ag cell count 20 µM | others
CN(Cc1ccccc1)S(=O)(=O)c1ccc(NS(C)(=O)=O)cc1 | -5% | 0.0% | 8% | 2% | 8% | 4% | 0.9% | 0.8% | -0.9 | 48
CC(C)c1ccc(NC(=O)CCS(=O)(=O)c2cccc3nonc23)cc1 | -6% | 0.2% | 9% | 5% | -4% | -8% | 0.1% | -1.8% | 0.9 | 45
O=C(CSc1nnc(COc2cccc3cccnc23)o1)c1ccc(F)cc1 | -5% | 1.5% | 14% | -3% | 5% | 10% | 4.3% | 8.7% | 2.3 | 51
O=C1[C@H]2[C@@H](c3ccc(Cl)cc3)N3C(=O)N(c4cccc(F)c4)C(=O)[C@@]3(Cc3ccc(Cl)cc3)[C@H]2C(=O)N1C1CCCCC1 | -4% | -0.1% | -6% | 7% | 10% | 6% | 0.8% | 1.1% | -0.3 | 98
O=C(O)CCCNC(=O)c1ccccn1 | -5% | -0.2% | 6% | 4% | 7% | -7% | -4.3% | 0.0% | 4.2 | 68
